SMARCA2 act – activators of SMARCA2 function | 1% of 370,000 active | MG213 cells, MMTV-luciferase reporter, dexamethasone, overnight | activation, % at 9.1 µM | AID 652017; in the data active = activation above about 7.8%;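 also: 0% = vehicle wells and 100% = reference activator wells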
ssDAF12 agonist – activators of S. stercoralis DAF-12 nuclear receptor; HEK293 ssDAF-12/GRIP1 lit1-tk-luc reporter, luminescence; % of 3 µM dafachronic acid response; activation, % at 6.8 µM; 1% of 370,000 active;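 active = activation above the mean over all tested compounds plus 3 SD, cut at about 0.9% in these data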;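 also: 0% = DMSO-only wells and 100% = 3 µM delta7-dafachronic acid wells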
PG9 Ab binder – PG9 antibody binding by small molecule. TR-FRET gp120-PG9 antibody binding. inhibition, % at 6.7 µM. 0.43% of 360,000 active. AID 624416; in the data active = inhibition above about 8.5%
GAA850 FXN act – activators of GAA850 frataxin (FXN) promoter; HEK293 lucGAA850 FXN promoter luciferase reporter, 24 h; percent of 10 µM SAHA response; activation, % at 6 µM; 0.56% of 360,000 active;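 active = activation above the average of all compounds screened plus 3 SD, cutoff fixed separately per campaign, cut at about 7.5% in these data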;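 also: 0% = DMSO wells and 100% = 10 µM SAHA wells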
hcDAF-12 act – activators of H. contortus DAF-12 nuclear receptor; HEK293 hcDAF-12 lit1-tk-luc reporter, luminescence; 0% DMSO, 100% Δ7-dafachronic acid; activation, % at 6.8 µM; 1.4% of 370,000 active; AID 652067;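 active = activation above the mean of all tested compounds plus 3 SD, cut at about 5.5% in these data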;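 also: 100% = response to 3 µM Δ7-dafachronic acid high control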
NPR1 activator – GC-A (human) enzyme activation; HEK293 GC-A cells, cGMP TR-FRET, EC30 ANP; 0% at EC30 ANP, 100% saturating ANP; activation, % at 10 µM; 0.14% of 370,000 active; AID 1671463; in the data active = activation above about 40%
Target sequence (P16066 whole entry, looked up): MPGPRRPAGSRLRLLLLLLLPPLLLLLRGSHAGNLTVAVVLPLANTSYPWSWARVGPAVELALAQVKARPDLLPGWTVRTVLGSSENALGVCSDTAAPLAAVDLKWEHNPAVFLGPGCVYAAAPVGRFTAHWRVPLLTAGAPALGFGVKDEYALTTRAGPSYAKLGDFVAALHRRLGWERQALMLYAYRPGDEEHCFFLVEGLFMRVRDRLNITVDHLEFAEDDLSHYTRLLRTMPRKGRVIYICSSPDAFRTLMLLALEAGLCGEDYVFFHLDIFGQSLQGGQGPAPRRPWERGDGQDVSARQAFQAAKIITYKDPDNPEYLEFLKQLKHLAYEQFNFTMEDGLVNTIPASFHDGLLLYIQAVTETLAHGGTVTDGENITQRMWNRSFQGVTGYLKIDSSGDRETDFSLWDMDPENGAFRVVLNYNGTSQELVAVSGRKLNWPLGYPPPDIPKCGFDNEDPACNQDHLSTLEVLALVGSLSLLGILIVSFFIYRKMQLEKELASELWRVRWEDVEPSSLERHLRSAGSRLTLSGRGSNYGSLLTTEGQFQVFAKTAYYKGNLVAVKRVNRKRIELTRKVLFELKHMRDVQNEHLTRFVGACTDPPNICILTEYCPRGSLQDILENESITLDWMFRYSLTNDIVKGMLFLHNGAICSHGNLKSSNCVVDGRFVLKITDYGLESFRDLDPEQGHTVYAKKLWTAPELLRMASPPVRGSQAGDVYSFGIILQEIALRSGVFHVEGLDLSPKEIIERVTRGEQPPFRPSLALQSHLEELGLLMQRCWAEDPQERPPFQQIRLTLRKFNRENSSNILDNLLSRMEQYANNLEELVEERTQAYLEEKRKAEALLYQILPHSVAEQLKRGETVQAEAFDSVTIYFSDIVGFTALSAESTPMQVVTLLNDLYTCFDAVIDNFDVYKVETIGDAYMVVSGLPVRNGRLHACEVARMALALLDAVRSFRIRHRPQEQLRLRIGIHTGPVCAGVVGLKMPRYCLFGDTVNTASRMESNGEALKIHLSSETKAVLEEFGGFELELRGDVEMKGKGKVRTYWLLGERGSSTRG
DAX1 inh-1 – inhibitors of DAX1 repression of SF-1 activated StAR promoter; HEK293T StAR-luciferase reporter, SF-1/DAX-1 repression relief; 1.1% of 370,000 active; AID 652010; inhibition, % at 6.8 µM;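 active = inhibition above the mean over all tested compounds plus 3 SD, cut at about 3.6% in these data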;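 also: 0% = DAX-1 cells with DMSO and 100% = cells lacking DAX-1 with DMSO; higher inhibition means more luminescence from relief of DAX-1 repression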
ADAM17 inh – ADAM17 inhibition, QFRET primary screen; inhibition, % at 6.95 µM; recombinant ADAM17, EDANS/DABCYL FRET peptide cleavage; P78536; 0.83% of 370,000 active;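 active = inhibition above the mean of compounds lying between control limits plus 3 SD, set per campaign, cut at about 8.5% in these data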;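 also: 0% = DMSO-only wells as the low control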
DAX1 inh-2 – inhibits human nuclear receptor DAX1. P51843. HEK293 Gal4-DAX1 luciferase reporter, luminescence. inhibition, % at 6.75 µM. 0.99% of 340,000 active. AID 504766;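 active = inhibition above the mean over all tested compounds plus 3 SD, cut at about 4.2% in these data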;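 also: 0% = DAX1-transfected cells with DMSO and 100% = empty-vector control cells with DMSO; inhibition shows as a rise in luminescence from relieved DAX1 repression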
hgDAF12 agonist – hgDAF-12 agonism, primary luciferase screen; HEK293 GAL4-hgDAF12 UAS-luciferase reporter, agonist luminescence; normalized to butyrate control; activation, % at 6.8 µM; 1.8% of 370,000 active;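 active = activation above a cutoff set at the mean of all screened compounds plus 3 SD, cut at about 10% in these data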;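 also: 0% = DMSO wells and 100% = sodium butyrate wells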
ADAM10 inh – inhibits human ADAM10; O14672; recombinant ADAM10, EDANS/DABCYL FRET peptide cleavage, 3 h; inhibition, % at 7 µM; 0.62% of 370,000 active;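 active = inhibition above a per-campaign cutoff equal to the mean of compounds falling between control-based bounds plus 3 SD, cut at about 20% in these data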;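 also: 0% = DMSO wells while the 100% control is not disclosed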
The depositor's hits bear a star; . = not tested or not shown.

structure	SMARCA2 act	ssDAF12 agonist	PG9 Ab binder	GAA850 FXN act	hcDAF-12 act	NPR1 activator	DAX1 inh-1	ADAM17 inh	DAX1 inh-2	hgDAF12 agonist	ADAM10 inh
Cc1ccc(-c2cc(C(F)F)n3ncc(C(=O)Nc4ccc(S(=O)(=O)Nc5ccccc5C)cc4)c3n2)cc1	1	-0.6	0.1	1.2	0.3	-4	-0.8	-7	-0.3	-0.5	-10
CCOC(=O)N1CCN(c2c(NCc3ccc(N(C)C)cc3)c(=O)c2=O)CC1	2	-1.1	-1.0	-0.8	-0.6	1	-1.3	1	1.8	-0.1	-4
Cc1cc(C)n(-c2ccc(C(=O)N3CCC(CO)(Cc4ccccc4)CC3)cc2)n1	-2	-1.8	0.9	1.0	-1.9	-1	-0.5	4	-0.9	-3.5	-7
COc1ccc(S(=O)(=O)NC(CC(=O)NCCc2ccc(OC)c(OC)c2)C(C)C)cc1 (centres undefined)	-4	-1.8	0.4	0.3	-2.3	0	0.2	-4	-1.0	-3.3	-5
COCCNC(=O)C(=O)Nc1ccc2c(c1)N(S(=O)(=O)c1cccs1)CCC2	2	-1.4	-1.1	-0.8	-1.0	-4	-2.9	-3	-1.9	1.4	0
O=C(NNC(=O)c1ccccc1-n1cccc1)c1ccc(Cl)c(Cl)c1	2	-1.2	-0.1	-0.5	-0.8	1	0.6	-4	1.2	1.4	-6
CC(C)(C)C(=O)/C=c1\[nH]c(=O)/c(=C\c2ccc(F)cc2)s1	3	-1.7	-1.8	0.5	-1.1	1	-1.0	10*	-0.7	-1.9	18
Cn1c(N)c(C(=O)COC(=O)c2ccc(Cl)nc2)c(=O)n(C)c1=O	-2	-1.3	-0.9	-1.7	-1.4	2	0.4	-2	-0.7	-1.5	-11
CN(C)CCN1C(=O)NC(C)(c2ccc([N+](=O)[O-])cc2)C1=O (centres undefined)	-3	-2.1	0.1	-0.6	2.1	-1	-0.1	-3	0.9	2.4	-4
CCC1CCCCN1Cc1nc(Cc2ccccc2Cl)no1 (centres undefined)	-1	-1.7	-0.1	2.1	-2.9	1	0.0	-4	2.5	-3.0	-7
O=C(NCc1ccc(F)cc1)C1CCN(S(=O)(=O)N2CCCCC2)CC1	-4	-0.6	-0.7	0.7	0.0	1	-0.3	-3	-1.2	-2.9	-6
CCOC(=O)N1CCC(n2c(SCC(=O)Nc3nccs3)nc3ccsc3c2=O)CC1	0	-1.9	0.3	0.6	-0.4	-10	0.8	-3	0.4	-2.3	2
Cc1cccc(C(=O)Nc2cccc(OCC(=O)O)c2)c1	-3	-0.7	-2.4	3.2	-1.7	0	-0.5	-1	0.4	-1.5	3
O=C(Nc1ccc2c(c1)CCC2)c1ccccc1Br	5	0.5	0.0	5.4	7.2*	4	6.8*	1	7.6*	18*	-11
CCc1ccc(NC(=O)c2cc(S(=O)(=O)N3CCCC3)ccc2F)cc1	-1	-1.9	-1.2	2.5	-3.2	4	-2.6	3	-2.0	-2.7	-1
CCC(C(=O)NCCCN1CC(C)CC(C)C1)n1ncn2c(cc3occc32)c1=O (centres undefined)	-2	-0.9	-1.5	-0.2	0.7	-4	0.6	-2	0.3	0.4	3
COc1cc2[nH]c(=O)n(CCC(=O)N3CCN(Cc4ccccc4)CC3)c(=O)c2cc1OC	-1	-2.0	-0.6	-1.0	-2.3	1	0.1	-3	-1.1	1.0	-9
CCCc1ccc(C(=O)NNc2ccccc2F)cc1	1	-0.6	-1.2	4.3	-0.5	0	0.6	-2	1.7	2.8	5
COc1ccccc1/C=C/C(=O)NCCC1=CCCCC1	5	0.2	-0.1	6.6	2.3	-1	3.2	-7	0.8	12*	-20
O=C(O)CCCNS(=O)(=O)c1ccc2c(c1)OCCCO2	-2	-0.6	-0.1	1.7	0.2	4	-0.1	0	0.5	2.3	-11
CCOC(=O)c1cnc(-n2nc(C)cc2C)nc1Oc1ccc(C#N)cc1	-2	-1.6	-1.6	0.5	-2.2	-2	-0.4	-1	1.3	1.2	4
COc1ccc(C(C)=O)cc1CSc1nc2ccccc2c(=O)n1-c1ccccc1C	-3	-0.5	2.5	3.2	-3.9	2	-1.3	4	-2.1	-4.2	7
Cc1cc(Nc2ccc(Cl)cc2)nc(N)n1	4	-1.1	-2.0	3.9	0.1	-1	0.6	1	1.0	4.0	3
COC(=O)[C@]12C[C@H](CC(=O)N3CCC(c4ccccc4)CC3)C(=O)N(Cc3ccco3)C1=C[C@H](C1CCCC1)O[C@@H]2C	-4	-1.9	.	.	-2.4	-6	-0.8	6	.	-1.1	13
O=C(Cc1ccccc1F)Nc1ccc(SC(F)F)cc1	4	-0.2	-0.7	2.8	5.2	4	2.7	2	3.5	17*	5
C=CCOc1ccc(/C=C/C(=O)OCC(=O)N2CCC(c3ccccc3)=N2)cc1	-1	-1.2	-0.1	0.8	-0.3	4	0.1	-4	0.1	-0.8	-2
CCOC(=O)c1c(NC(=O)CSc2nnc(-c3c[nH]c4ccccc34)n2CCOC)sc2c1CCCCC2	-3	-0.5	-2.7	17*	1.9	-11	-1.6	-1	-0.8	-2.9	5
COc1ccc(OC)c(C2=NOC(C(=O)NCc3cccnc3)C2)c1 (centres undefined)	-1	-0.7	-0.1	1.6	-2.1	-4	0.7	-5	0.4	2.3	-5
O=C(CCn1cnc2ccccc2c1=O)Nc1cccc(Cl)c1	-2	-0.5	0.7	-2.1	-2.1	-2	0.1	-6	-1.0	0.9	2
Cc1ccc2c(c1)sc1nc(=O)n(-c3ccc(Cl)cc3)c(=O)n12	0	-1.5	1.4	0.5	-1.6	0	0.2	1	-1.1	-1.4	0
CCOC(=O)CN(C(=O)CNC(=O)c1ccco1)C(C(=O)NC1CCCC1)c1ccccc1OCC (centres undefined)	2	-1.2	1.3	2.5	0.1	-1	0.0	-4	-0.1	2.2	-7
COc1ccccc1NC(=S)NC(=O)Cc1ccc(Cl)cc1	-3	-1.1	-1.0	0.3	0.0	-10	-0.1	2	-0.3	0.3	-7
COc1ccc(/C=N/NC(=O)c2cccc(NC(C)=O)c2)c(OC)c1	2	-1.1	-1.3	2.2	0.5	-1	-0.7	-5	-0.2	4.0	-14
Cc1cc(C(=O)CSc2nc3ccc(Cl)cc3[nH]2)c(C)n1Cc1ccco1	-5	0.0	0.9	3.8	-0.9	-7	-0.9	-1	0.3	-0.2	7
CCOC(=O)Cc1csc(NS(=O)(=O)c2cccc([N+](=O)[O-])c2)n1	-1	-1.3	2.4	-0.2	1.1	0	0.2	-2	0.1	-0.4	-10
COc1cccc(NC(=O)CNC(=O)Cn2cnc3sc4c(c3c2=O)CCCC4)c1	-4	-1.3	1.8	1.6	-2.1	-3	-0.6	1	-0.1	-2.3	1
Cc1ccccc1N/N=C/c1ccc(C#N)cc1	0	-1.2	-1.8	0.6	0.5	0	-0.5	-2	-0.9	1.1	-5
Cc1ccc(CNC(=O)CCC2CCCN(Cc3cccc4cccnc34)C2)o1 (centres undefined)	-1	-0.9	0.8	0.2	1.8	0	-0.5	-9	0.3	1.2	-8
Cc1ccc(NC(=O)NCCCN2CCCC2=O)cc1C	1	-1.1	1.2	2.3	-2.0	0	2.3	0	0.0	3.7	4
Cc1cc(O)c(C2(O)C(=O)Nc3cc(Br)ccc32)cc1C (centres undefined)	-2	-0.9	0.3	0.8	-0.9	-8	-0.1	-5	-0.3	-1.2	-2
Cc1ccccc1C(=O)Oc1ccc(Sc2ccc(O)cc2)cc1	1	-1.1	-1.0	.	-0.8	-2	-0.4	5	.	0.8	8
CCOCCCN1CC(C(=O)NCCc2ccc(C)cc2)CC1=O (centres undefined)	-2	-1.2	0.0	-0.4	-1.2	-1	0.0	-7	1.3	0.5	5
CC(=O)Nc1ccc(/C=N/OCC(=O)Nc2ccc(C)cc2)cc1	3	-0.3	0.0	2.9	2.4	0	0.5	-5	0.7	12*	-5
CC(C)c1ccc(NC(=O)O[C@@H]2CC[C@@]34CCCN3C(=O)CCC[C@H]4C2)cc1	.	-2.1	.	.	-1.6	-7	.	-5	.	1.0	-4
O=C(C1CCCN(CCCc2ccccc2)C1)N1CCCCC1 (centres undefined)	-2	-1.5	0.4	1.1	-0.6	2	-0.8	1	-1.4	5.0	-2
CCOC(=O)CSc1nc2cc(C(=O)N3CCCC3)ccc2c(=O)n1Cc1ccccc1	4	-1.3	-3.2	1.8	-1.8	-1	-0.8	1	-0.8	-3.8	8
Cc1ccc(CN2C(=O)CCC2C(=O)NC(C)C)cc1 (centres undefined)	4	-1.2	-0.1	0.4	-0.8	2	0.2	-1	-0.8	0.2	-4
C/C(=N/NC(=O)CSc1nc2ccccc2n1C)c1ccc(O)cc1	2	0.3	0.1	-0.8	1.4	-3	0.2	-4	0.7	-0.6	-5
Cc1ccc(C(=O)Nc2cccc(NC(=O)c3cccnc3)c2)cc1	1	-1.2	-1.6	-2.1	0.3	-1	-0.4	2	0.8	0.2	4
COC(=O)c1cc(-c2ccc(OC)c(OC)c2)c2c(=O)[nH]c(=O)n(C)c2n1	0	-1.1	21*	4.8	-0.8	8	-0.3	-3	2.2	-3.8	-6
CCNC(=O)C1(C)CCCN(Cc2cc(-c3ccccc3)n(C)n2)C1 (centres undefined)	-1	-1.6	0.2	-2.7	-2.8	-2	-1.3	-6	.	2.8	-5
CCn1cc(C(=O)Nc2ccccc2C(=O)OC)cn1	-3	-0.9	-4.4	-7.2	0.1	1	-0.1	-1	.	0.3	-7
COc1ccc(CN(C(=O)c2ccco2)c2ccc(Br)cc2)cc1OC	-3	-1.3	0.3	1.3	-2.0	-7	-0.7	-1	-1.1	1.2	-5
COc1ccc(-c2c(-c3ccsc3)oc3c2C(O)CCC3)cn1 (centres undefined)	-1	-1.1	-2.2	.	-1.5	11	0.0	-68	.	-0.3	-223
Cc1ccc(-c2cc(C(=O)N(C)Cc3cnn(C)c3C)c3cc(Br)ccc3n2)cc1	-1	-2.2	21*	-4.9	-3.1	1	-1.5	-1	-3.4	-4.9	-9
CC1CCCN(CC(=O)Nc2ccc(S(=O)(=O)N3C(C)CCCC3C)cc2)C1 (centres undefined)	-4	-1.5	0.4	2.2	0.1	1	-0.1	1	-0.2	1.0	-2
COc1ccc(NC(=O)C2CCCN2S(=O)(=O)c2cccc3cccnc23)cc1OC (centres undefined)	-1	-1.0	0.3	1.0	-2.0	-2	0.1	0	0.2	-1.6	2

Some of these compounds in order of the ssDAF12 agonist value, descending.
| structure | ssDAF12 agonist |
| --- | --- |
| COc1ccc(NC(=O)C2CCCN2S(=O)(=O)c2cccc3cccnc23)cc1OC (centres undefined) | -1.0 |
| CCNC(=O)C1(C)CCCN(Cc2cc(-c3ccccc3)n(C)n2)C1 (centres undefined) | -1.6 |
| Cc1ccc(-c2cc(C(=O)N(C)Cc3cnn(C)c3C)c3cc(Br)ccc3n2)cc1 | -2.2 |
